Screening data as filed in PubChem BioAssay.
MRP reversal: MRP-mediated drug resistance reversal; H69AR cells + 2 uM doxorubicin, CellTiter-Glo, 72 h; AID 602; 85,000 tested, 0.04% active; differential viability (reversal), % at 10 µM;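 active = viability drop by adding the cancer drug above about 55%, with treated viability meeting a 40% cutoff, limit read from the data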;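 note: viability without doxorubicin minus viability with 2 µM doxorubicin for each compound; larger differential means the compound sensitizes cells more to doxorubicin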
Bcl-B TR3 displacers: displacers of TR3 peptide from Bcl-B, primary screen, selectivity assay for Bfl-1 inhibitor project, biochemical, fluorescence polarization | FP displacement of FITC-TR3 peptide from Bcl-B; higher % means a stronger effect | 96,000 tested, 0.11% active | displacement, % at 20 µM, or IC50 in µM where a hit was titrated | AID 748;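 active = displacement above 50% at 20 µM plus a fluorescence interference ratio under 1.5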;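 note: plate controls were wells without compound for no effect and wells lacking Bcl-B protein for full effect; a part of the inactive calls stands beside numbers as strong as those of hits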
MRP reversal cytotoxicity: recorded beside MRP reversal, whose call it bears; viability, %; H69AR cells, CellTiter-Glo, 72 h; measured here: cytotoxicity without doxorubicin
MRP reversal with doxorubicin: also measured in MRP reversal; calls as there; viability, %; measured here: viability with 2 uM doxorubicin; hits give low values
The depositor's hits bear a star; . = not tested or not shown.

no. | smiles | MRP reversal | MRP reversal cytotoxicity
1 | CC1CCN(C(=O)CSCC(=O)Nc2nc(-c3cccs3)cs2)CC1 | 8.0 | 97.6
2 | CC(NCCc1ccc(O)cc1)C(O)c1ccc(O)cc1 (configuration not stated) | -7.0 | 90.1
3 | CCOC(=O)N1CCC(NC(=O)c2cnc3n(c2=O)CCS3)CC1 | 3.8 | 93.1
4 | Cc1cc(N2CCN(C(=O)c3ccco3)CC2)n2nc(C)nc2n1 | 5.3 | 87.6
5 | CC(N)(Cc1ccc(O)cc1)C(=O)O (configuration not stated) | -6.8 | 94.3
6 | Cn1c(Cn2c(=O)sc3ccccc32)nnc1SCC(=O)Nc1ccccc1 | -16.2 | 80.1
7 | COc1ccccc1N1CCN(c2nc3ccccc3n3nnnc23)CC1 | 2.5 | 89.0
8 | Cc1oc(-c2ccc(Cl)cc2)nc1CN1CCCC(C(=O)N2CCc3ccccc32)C1 (configuration not stated) | -7.2 | 70.9
9 | O=C(NCc1cccnc1)C1CCCN(S(=O)(=O)c2cccc3nsnc23)C1 (configuration not stated) | 9.8 | 86.2
10 | COc1ccc(NS(=O)(=O)c2ccc(OC)c(OC)c2)cc1OC | 4.8 | 97.0
11 | Nc1c(C(=O)NCC2CCCO2)c2nc3ccccc3nc2n1/N=C/c1ccncc1 (configuration not stated) | -3.3 | 74.6
12 | CC(C)c1nc2oc3c(N4CCNCC4)ncnc3c2c2c1CCC2 | 1.5 | 52.0
13 | Cc1ccc(C(C)C)c(OCCNc2nc3c(c(=O)n(C)c(=O)n3C)n2C)c1 | 9.4 | 95.7
14 | CCOC(=O)c1ccc(Nc2cc(C)nc3nc(C)nn23)cc1 | -15.7 | 95.0
15 | Cc1ccc(-c2nnc3ccc(SCC(=O)N4CCCCC4)nn23)cc1 | -4.8 | 62.7

no. | MRP reversal with doxorubicin | Bcl-B TR3 displacers
1 | 89.7 | .
2 | 97.1 | .
3 | 89.3 | .
4 | 82.3 | .
5 | 101.1 | .
6 | 96.3 | .
7 | 86.5 | .
8 | 78.1 | .
9 | 76.4 | .
10 | 92.2 | .
11 | 77.9 | .
12 | 50.5 | .
13 | 86.2 | .
14 | 110.7 | .
15 | 67.5 | .

(continued)
no. | smiles | MRP reversal | MRP reversal cytotoxicity
16 | CC(=O)c1cc2c(cc1NC(=O)c1cc(C)nn1-c1ccccc1)OCO2 | -9.4 | 33.4
17 | Cn1c(=O)oc2cc(S(=O)(=O)N3CCN(c4ccccn4)CC3)ccc21 | -0.4 | 78.4
18 | COC(=O)c1ccc2c(c1)N(Cc1nc(-c3cccc(Cl)c3)oc1C)C(=O)C1CCCN21 (configuration not stated) | -5.0 | 68.1
19 | COc1ccc(-c2nnc(CSc3nc4ccccc4c(=O)n3CC3CCCO3)o2)cc1OC (configuration not stated) | -25.9 | 53.9
20 | Cc1ccccc1Cn1c(=O)c2c(nc3n2CCN3Cc2ccco2)n(C)c1=O | -10.1 | 64.2
21 | Nc1nc(N)c2nc(-c3ccccc3)c(N)nc2n1 | 8.3 | 87.8
22 | CCCCCn1c(SCC#N)nc2cc(C(=O)NC3CCCCC3)ccc2c1=O | -4.6 | 53.4
23 | Cc1ccc(-c2nn3c(C)nnc3s2)cc1NC(=O)c1ccco1 | 12.7 | 85.5
24 | Cc1c(C(=O)Nc2ccc(F)cc2)oc2ccc(S(=O)(=O)N3CCCC3)cc12 | -9.6 | 70.7
25 | Cc1cn([C@H]2C[C@H](N=[N+]=[N-])[C@@H](CO)O2)c(=O)[nH]c1=O | -4.9 | 91.4
26 | Cc1cccc(Cn2c(=O)c3c(nc4n3CCN4Cc3ccco3)n(C)c2=O)c1 | 7.0 | 91.7
27 | Cc1nn(C)c(C)c1S(=O)(=O)N(CC(=O)Nc1nccs1)c1ccc(C(C)C)cc1 | -4.6 | 94.8
28 | CC(=O)[C@@]1(O)CC[C@H]2[C@@H]3CCC4=CC(=O)CC[C@]4(C)[C@H]3CC[C@@]21C | 13.7 | 94.5
29 | Cn1c(=O)c2c(SCC(=O)N3CCN(c4ccccc4)CC3)nc(C3CC3)nc2n(C)c1=O | 2.7 | 99.5
30 | CCn1cc(C(=O)NC2CCCCCC2)c(=O)c2cc(S(=O)(=O)N3CCCCC3)ccc21 | -26.9 | 30.1

no. | MRP reversal with doxorubicin | Bcl-B TR3 displacers
16 | 42.8 | .
17 | 78.8 | .
18 | 73.1 | .
19 | 79.8 | .
20 | 74.4 | .
21 | 79.5 | .
22 | 58.0 | .
23 | 72.8 | .
24 | 80.3 | .
25 | 96.3 | .
26 | 84.7 | .
27 | 99.4 | .
28 | 80.7 | .
29 | 96.8 | .
30 | 57.0 | .

(further entries)
no. | smiles | MRP reversal | MRP reversal cytotoxicity
31 | CC12COC3(C(=O)N4CCN(c5ccccn5)CC4)CC1CCC32C (configuration not stated) | 14.4 | 93.3
32 | CC1=C(C(=O)OC2CCCCC2)C(c2cccnc2)n2ncnc2N1 (configuration not stated) | -3.5 | 87.9
33 | N#Cc1ccc(NC(=O)c2cc3cc4c5c(c3oc2=N)CCCN5CCC4)cc1 | -6.1 | 41.5
34 | CCn1cc(S(=O)(=O)CC(=O)N2CCc3ccccc32)c2ccccc21 | 0.2 | 91.4
35 | O=C(NCc1ccccc1)c1cc(-c2cccc(O)c2)on1 | 7.8 | 96.7
36 | Cc1cccc(-c2c3c(=O)n(C)c(=O)n(C)c3c3c(C)cc(C)nn23)c1 | 6.3 | 82.2
37 | c1ccc(Nc2nc3ccccc3n3cnnc23)cc1 | -5.7 | 78.5
38 | Cc1ccc(C)c(N2CCN(CC(=O)Nc3ccc4[nH]c(=O)[nH]c4c3)CC2)c1 | -1.2 | 86.8
39 | Cn1c(=O)[nH]c(=O)c2c1nc(CN1CCN(c3ccccc3F)CC1)n2CC(N)=O | -5.3 | 95.9
40 | N#Cc1c(NC(=O)c2ccc(Br)o2)n(-c2ccccc2)c2nc3ccccc3nc12 | 4.4 | 87.4
41 | O=C(NCc1ccc2c(c1)OCO2)c1cc2c(s1)CSC2 | 18.9 | 101.7
42 | CN(C)c1ccc(-c2nn3c(-c4ccncc4)nnc3s2)cc1 | -17.9 | 32.2
43 | CCOc1cc2[nH]c(=O)n(Cc3ccc(C(=O)NCCOC)cc3)c(=O)c2cc1OCC | 10.1 | 90.3
44 | CN/C(=C/[N+](=O)[O-])NCCSCc1ccc(CN(C)C)o1 | -12.6 | 85.5
45 | Cc1nn2c(c1-c1ccccc1)NC1=C(C(=O)CCC1)C2c1cccnc1 (configuration not stated) | -1.3 | 86.6

no. | MRP reversal with doxorubicin | Bcl-B TR3 displacers
31 | 78.9 | .
32 | 91.5 | .
33 | 47.6 | .
34 | 91.1 | .
35 | 88.8 | .
36 | 75.9 | .
37 | 84.2 | .
38 | 88.0 | .
39 | 101.2 | .
40 | 83.0 | .
41 | 82.8 | .
42 | 50.0 | .
43 | 80.2 | .
44 | 98.1 | .
45 | 87.9 | .

Following part
no. | smiles | MRP reversal | MRP reversal cytotoxicity
46 | COc1ccc(CCn2c(=N)c(C(=O)NCc3ccco3)cc3c(=O)n4ccccc4nc32)cc1OC | -9.7 | 60.3
47 | COc1ccc(-n2nnnc2SCC(=O)c2ccc3c(c2)OCCO3)cc1 | 16.5 | 73.8
48 | CC1CCCC(C)N1c1nnc(N)s1 (configuration not stated) | -1.3 | 92.4
49 | CCOc1ccc(-n2nc(C(=O)N3CCOCC3)c3ccccc3c2=O)cc1 | -1.8 | 88.9
50 | N=C(N)N1CCc2ccccc2C1 | -7.1 | 87.8
51 | Cc1nc2c(c(=O)n1CC1CCCO1)c1nc3ccccc3nc1n2CCC(C)C (configuration not stated) | -9.8 | 93.3
52 | CCOCCn1c(=O)c2c(nc3n2CCN3c2ccc(C)cc2)n(C)c1=O | 3.2 | 86.8
53 | COc1ccc(NC(=O)c2cnc3sccn3c2=O)cc1OC | -5.5 | 91.1
54 | Cc1ccc(C2c3sc(=O)[nH]c3SC3C(=O)NC(=O)C32)cc1 (configuration not stated) | -14.0 | 100.8
55 | CCCN1Cc2cccc(C(=O)Nc3ccc(CN4CCCC4)cc3)c2C1=O | -4.4 | 99.6
56 | CCOCCCNC(=O)C1CCC(CNS(=O)(=O)c2cccc3nsnc23)CC1 (configuration not stated) | -6.1 | 70.2
57 | Cc1csc(NC(=O)CSc2nc(C(C)C)nc3c2c(=O)n(C)c(=O)n3C)n1 | 4.3 | 64.8
58 | O=C(O)CCNC(=O)c1ccccc1 | -0.9 | 88.5
59 | Cn1c(Cn2c(=O)sc3ccccc32)nnc1SCC(=O)NC1CCCCC1 | 3.0 | 93.7
60 | CC(=O)N1CCCc2cc(S(=O)(=O)NC(C(=O)NC3CCCCC3)C(C)C)ccc21 (configuration not stated) | -6.1 | 95.0

no. | MRP reversal with doxorubicin | Bcl-B TR3 displacers
46 | 70.0 | .
47 | 57.4 | .
48 | 93.7 | .
49 | 90.7 | .
50 | 95.0 | .
51 | 103.0 | .
52 | 83.6 | .
53 | 96.6 | .
54 | 114.8 | .
55 | 104.0 | .
56 | 76.3 | .
57 | 60.5 | .
58 | 89.4 | .
59 | 90.6 | .
60 | 101.2 | .

Remaining list, next part
no. | smiles | MRP reversal | MRP reversal cytotoxicity
61 | O=C(NCCc1ccccc1)c1cnc2sccn2c1=O | -4.7 | 80.7
62 | CCCc1cc(NCCN2CCOCC2)n2c(nc3ccccc32)c1C#N | 31.4 | 64.8
63 | CCOC(=O)C1CCN(C(=O)c2sc3nc(C)nc(N4CCC(C)CC4)c3c2C)CC1 | 8.8 | 76.0
64 | CC(CCc1ccccc1)NC(=O)c1nnc(Cc2ccc(F)cc2)o1 (configuration not stated) | 7.3 | 99.4
65 | CCOc1ccc(C(=O)NC(=S)Nc2cc(C)ccn2)cc1[N+](=O)[O-] | . | .
66 | COc1ccccc1C/C(N)=N/OC(=O)COc1ccc(C)cc1 | . | .
67 | Cc1c(C(=O)NC(=S)Nc2ccc(NC(=O)c3cccs3)cc2)oc2ccccc12 | . | .
68 | Cc1ccc(NC(=O)/C(Cl)=C\c2ccccc2)cc1 | . | .

no. | MRP reversal with doxorubicin | Bcl-B TR3 displacers
61 | 85.4 | .
62 | 33.3 | .
63 | 67.2 | .
64 | 92.0 | .
65 | . | 38.1%
66 | . | -24.8%
67 | . | 10.9%
68 | . | 6.3%

19 entries out of the list, sorted by molecular weight, highest first:
no. | smiles | MRP reversal | MRP reversal cytotoxicity
63 | CCOC(=O)C1CCN(C(=O)c2sc3nc(C)nc(N4CCC(C)CC4)c3c2C)CC1 | 8.8 | 76.0
56 | CCOCCCNC(=O)C1CCC(CNS(=O)(=O)c2cccc3nsnc23)CC1 (configuration not stated) | -6.1 | 70.2
60 | CC(=O)N1CCCc2cc(S(=O)(=O)NC(C(=O)NC3CCCCC3)C(C)C)ccc21 (configuration not stated) | -6.1 | 95.0
57 | Cc1csc(NC(=O)CSc2nc(C(C)C)nc3c2c(=O)n(C)c(=O)n3C)n1 | 4.3 | 64.8
59 | Cn1c(Cn2c(=O)sc3ccccc32)nnc1SCC(=O)NC1CCCCC1 | 3.0 | 93.7
51 | Cc1nc2c(c(=O)n1CC1CCCO1)c1nc3ccccc3nc1n2CCC(C)C (configuration not stated) | -9.8 | 93.3
47 | COc1ccc(-n2nnnc2SCC(=O)c2ccc3c(c2)OCCO3)cc1 | 16.5 | 73.8
49 | CCOc1ccc(-n2nc(C(=O)N3CCOCC3)c3ccccc3c2=O)cc1 | -1.8 | 88.9
55 | CCCN1Cc2cccc(C(=O)Nc3ccc(CN4CCCC4)cc3)c2C1=O | -4.4 | 99.6
52 | CCOCCn1c(=O)c2c(nc3n2CCN3c2ccc(C)cc2)n(C)c1=O | 3.2 | 86.8
62 | CCCc1cc(NCCN2CCOCC2)n2c(nc3ccccc32)c1C#N | 31.4 | 64.8
65 | CCOc1ccc(C(=O)NC(=S)Nc2cc(C)ccn2)cc1[N+](=O)[O-] | . | .
54 | Cc1ccc(C2c3sc(=O)[nH]c3SC3C(=O)NC(=O)C32)cc1 (configuration not stated) | -14.0 | 100.8
53 | COc1ccc(NC(=O)c2cnc3sccn3c2=O)cc1OC | -5.5 | 91.1
66 | COc1ccccc1C/C(N)=N/OC(=O)COc1ccc(C)cc1 | . | .
61 | O=C(NCCc1ccccc1)c1cnc2sccn2c1=O | -4.7 | 80.7
68 | Cc1ccc(NC(=O)/C(Cl)=C\c2ccccc2)cc1 | . | .
48 | CC1CCCC(C)N1c1nnc(N)s1 (configuration not stated) | -1.3 | 92.4
50 | N=C(N)N1CCc2ccccc2C1 | -7.1 | 87.8

no. | MRP reversal with doxorubicin | Bcl-B TR3 displacers
63 | 67.2 | .
56 | 76.3 | .
60 | 101.2 | .
57 | 60.5 | .
59 | 90.6 | .
51 | 103.0 | .
47 | 57.4 | .
49 | 90.7 | .
55 | 104.0 | .
52 | 83.6 | .
62 | 33.3 | .
65 | . | 38.1%
54 | 114.8 | .
53 | 96.6 | .
66 | . | -24.8%
61 | 85.4 | .
68 | . | 6.3%
48 | 93.7 | .
50 | 95.0 | .

These rows are one share of the data; count on the stated rates, not on these rows.
